LDHA block: inhibitors of human lactate dehydrogenase A; AID 1347041; purified LDHA, NADH/diaphorase-resazurin fluorescence; hits give low values; activity change, % (values are at about 110 or 230 µM); P00338; 480,000 compounds, 0.15% hits; in the data active means activity change below about -30%; inconclusive means mostly about -25% to -30%;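 further: plate controls were DMSO wells for no effect and wells without enzyme for full effect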
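Remaining NADH was detected by diaphorase (0.133 mg/mL) converting 37 µM resazurin to fluorescent resorufin, read at 0 and 20 minutes. The preceding 5-minute room-temperature reaction used 2 nM LDHA, 0.2 mM sodium pyruvate and 0.06 mM NADH at pH 7.4.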
ALOX12 inh: blocks human arachidonate 12S-lipoxygenase; AID 1671190; 580,000 compounds, 1.1% hits; P18054; purified 12hLO, xylenol orange hydroperoxide absorbance; Potency, µM (top dose mostly 108 µM), inactives show at the highest dose activity change, negative = inhibition, actives largely listed as inhibitors; active means well fitted inhibition curve with a large enough effect; inconclusive means small, poorly fitted or top-dose-only effect, or another doubt; inactive means no such curve, though single readings can be large or run the other way; further: potency means the concentration at half of the fitted maximal effect
Target sequence (P18054 whole entry, looked up): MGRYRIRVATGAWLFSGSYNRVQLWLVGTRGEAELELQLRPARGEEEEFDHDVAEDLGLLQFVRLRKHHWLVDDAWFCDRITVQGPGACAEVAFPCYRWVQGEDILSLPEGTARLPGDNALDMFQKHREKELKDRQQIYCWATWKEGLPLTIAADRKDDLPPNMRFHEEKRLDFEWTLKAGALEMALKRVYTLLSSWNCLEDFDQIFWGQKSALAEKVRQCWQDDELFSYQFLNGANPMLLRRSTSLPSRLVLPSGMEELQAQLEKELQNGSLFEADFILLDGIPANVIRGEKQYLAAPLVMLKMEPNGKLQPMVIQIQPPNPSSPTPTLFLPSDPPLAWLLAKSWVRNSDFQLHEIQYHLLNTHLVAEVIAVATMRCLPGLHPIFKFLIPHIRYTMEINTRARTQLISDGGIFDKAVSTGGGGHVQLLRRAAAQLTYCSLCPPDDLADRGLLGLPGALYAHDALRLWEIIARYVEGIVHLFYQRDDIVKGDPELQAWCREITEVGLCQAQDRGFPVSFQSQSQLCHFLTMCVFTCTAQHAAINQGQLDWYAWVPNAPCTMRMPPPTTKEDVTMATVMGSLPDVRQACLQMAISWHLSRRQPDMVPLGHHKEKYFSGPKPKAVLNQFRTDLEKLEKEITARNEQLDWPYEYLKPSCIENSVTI
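Hydroperoxide product was detected by ferrous iron/xylenol orange as the 573 to 405 nm absorbance ratio. Arachidonic acid at 40 uM (final) was turned over for 30 min at room temperature by 150 nM human 12hLO, pH 7.0 Hepes buffer, after 15 min compound preincubation.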
Active calls of the source: *; ? = inconclusive; [ ] = another dose, or the depositor's remark. Unless noted, on the % scale 0 is the no-effect control and ±100 the full control effect. Only part of the results is shown. The share of hits here may be higher or lower than overall.

SMILES	LDHA block	ALOX12 inh
Cc1ccc(NC(=O)Cn2cnc3ccc(Cl)cc3c2=O)cc1S(=O)(=O)N1CCOCC1	2	14%
CC(NC(=O)C(C)(C)C)C(=O)NCC1CC1 (stereo unspecified)	0	7%
C=CCOc1ccc(C(=O)Nc2ccc(F)cc2)cc1	6	-1%
Cc1cc(C(F)(F)F)nc(SCc2c(Cl)cccc2Cl)n1	12	48%[activator]
O=C(CN(C1CCCCC1)S(=O)(=O)c1ccccc1)N1CCOCC1	8	35%[activator]
O=C(/C=C/c1cccc2c1OCCCO2)c1cccnc1	6	?
CCc1noc(C(C)N2CCN(c3oc(C4CC4)nc3C#N)CC2)n1 (stereo unspecified)	-5	-7%
O=c1oc2ccccc2cc1-c1nc(-c2ccccc2)cs1	-13	?
O=C(O)CC(CNS(=O)(=O)c1ccc(Br)cc1)c1ccccc1 (stereo unspecified)	-21	-2%
Cc1ccc(C)c(-c2csc(NC(=O)CSc3nc4ccccc4o3)n2)c1	-8	-14%
Nc1nc2c(s1)C(c1cccc(OCc3cccc(F)c3)c1)CC(=O)N2 (stereo unspecified)	57	3.5µM*
CCn1c(SC(C(=O)N2CCCC2)c2ccccc2)nnc1-c1ccccc1OC (stereo unspecified)	-14	-24%
Cc1ccccc1C(=O)NCCSc1c[nH]c2ccccc12	5	-66%
Cc1ccccc1C(=O)/C=C/c1cccnc1	9	-13%
CCOc1cc(C(=O)O)cc(-c2ccccc2)c1OC	1	-10%
CSc1ccc(CN2CCN(Cc3ccncc3)CC2)cc1	2	?
CSc1cccc(NC(=O)c2cc(Br)ccc2Cl)c1	2	-1%
Cc1ccccc1NS(=O)(=O)c1ccc(C)c(C(=O)N(C)Cc2ccccc2)c1	-5	?
CC(=O)c1cccc(NC(=O)Cc2c(C)c3ccc(O)cc3oc2=O)c1	-3	2%
CN1CCN(C(=O)CN2C(=O)c3cccnc3Oc3ccc(Cl)cc32)CC1	-3	-4%
CCc1ccc(-c2nc(-c3ccc4c(c3)CC(=O)N4C)cs2)cc1	4	57%[activator]
CC(C)(O)C#Cc1ccccc1C(=O)NC(CC(=O)O)c1ccccc1 (stereo unspecified)	-1	55%[activator]
COc1ccccc1NC(=O)C1=C(C)Nc2nc(-c3ccc(F)cc3)nn2C1c1ccccn1 (stereo unspecified)	12	-6%
CSc1ccccc1NC(=O)c1csc(C)c1C	6	0%
CC(C)N1C(=O)S/C(=C\c2cc(Br)ccc2OCc2ccc(C(=O)O)cc2)C1=O	-6	?
COc1cc(C(=O)O)cc2c1OCO2	0	7%
CC(CCc1ccccc1)NC(=O)C1CCCCC1C(=O)O (stereo unspecified)	-5	17%
COc1ccccc1N1CC(C(=O)Nc2cc(Cl)ccc2-n2cncn2)CC1=O (stereo unspecified)	10	-24%
Cc1ccc(SCCNC(=S)Nc2ccc(Cl)cc2C)cc1	11	?
CCCCS(=O)(=O)CC(=O)O	-8	-24%
O=C(NC1CCC(c2ccccc2)CC1)c1ccncc1 (stereo unspecified)	4	-7%
COc1ccccc1N1CN(Cc2cccnc2)Cn2c1nc(C)c(Cc1ccccc1)c2=O	-4	4%
Cc1sc2nc(SCc3ccc(Cl)cc3)n(CCCN3CCOCC3)c(=O)c2c1C	-3	?
O=C(CSc1nc(C2CC2)n(-c2ccccc2)n1)N1CCN(c2ccccc2F)CC1	5	-2%
Cc1nn(-c2cc(N3CCN(C(=O)c4ccc(F)cc4)CC3)ccc2[N+](=O)[O-])c(=O)c2ccccc12	0	-40%
CC(C)CCNC(=O)NC(=O)COC(=O)Cc1c[nH]c2ccccc12	-11	-30%
Cc1ccc(Cn2cc(CN3CC(N4CCN(C)CC4)CS3(=O)=O)nn2)cc1 (stereo unspecified)	-3	?
O=C(Nc1ccc2c(c1)OCCO2)c1nn(-c2ccccc2)c(=O)c2ccccc12	3	0%
O=[N+]([O-])c1ccc2[nH]c3ccccc3c2c1	11	?
COC(=O)[C@]12CCCCC=C1N(Cc1ccc3c(c1)OCO3)C(=O)[C@H](CC(=O)NCc1ccc(OC)c(OC)c1)C2	-3	8%
COc1ccc(-c2cc(C(=O)NCc3ccc(F)cc3)c3ccccc3n2)c(OC)c1	11	16µM*
CC(C)CCSc1nc2c(c(=O)n(C)c(=O)n2C)n1C/C=C/c1ccccc1	1	?
CC(Cc1cccs1)N(Cc1ccccc1)C(=O)c1cccc(S(=O)(=O)N(C)C)c1 (stereo unspecified)	6	8%
CC1CCC(NC(=O)c2cc(-c3ccccc3)nc3ccccc23)CC1 (stereo unspecified)	1	0.79µM*
Cc1cc(=O)oc2c(C)c(OC(=O)CN3C(=O)NC4(CCCCC4)C3=O)ccc12	4	22%
O=Cc1cccc2c1OCCO2	6	7.1µM*
N#CC(C(=O)c1ccc(SC(F)F)cc1)c1ccccn1 (stereo unspecified)	12	-6%
CC(NC(=O)c1[nH]c2ccccc2c1Cl)c1ccc(F)c(F)c1 (stereo unspecified)	6	-6%
N#C/C(=C/c1ccccc1)c1nc(-c2ccc3c(c2)-c2ccccc2C3)cs1	6	-11%
CCc1nc2ccccc2n1CC(O)c1ccc(F)cc1 (stereo unspecified)	0	-27%

Other entries follow.
SMILES	LDHA block	ALOX12 inh
N=C(N)SCc1ccc(F)cc1	-7	20%
CCN(c1ccc(NC(=O)c2nccnc2N)cc1)C(C)C	-19	?
COc1cc(C(=O)Nc2ccccc2NS(C)(=O)=O)cc(OC)c1OC	8	-4%
CCCn1nc(C(=O)NCC(c2cccs2)N2CCCC2)c2ccccc2c1=O (stereo unspecified)	0	-17%
Cc1ccccc1C1N=C(Nc2nc3ccccc3o2)NC2=C1C(=O)CC(C)(C)C2 (stereo unspecified)	-2	18%
CCC(C)(C)C1CCC2(CC1)NC(=S)N(CCC(C)C)N2 (stereo unspecified)	-1	?
O=C(Cc1ccc(Cl)cc1)NCCc1cccc2cccnc12	0	-21%
CC(C(=O)NC1(C#N)CCCCC1)N(C)Cc1ccc(C(F)(F)F)cc1 (stereo unspecified)	7	-3%
Cc1cccc(C(=O)Oc2ccc(C)c(C)c2)c1	-6	-1%
Cn1nc(C(=O)OCCCc2ccccc2)c2ccccc2c1=O	14	1%
O=C(NCCc1ccccc1)NCC(=O)N1CCc2ccccc21	5	-23%
Cc1cccc(Cn2c(SCCN3CCOCC3)nc3c2c(=O)[nH]c(=O)n3C)c1	6	?
CC(C)c1ccc(NC(=O)c2cc3ncccn3n2)cc1	-11	14%
COc1ccc(C2NC3=NCN(Cc4cccnc4)CN3c3nc4ccccc4n32)cc1OC (stereo unspecified)	1	15%
COc1ccccc1CNc1nc(-c2ccco2)nn1S(=O)(=O)c1ccccc1	4	-13%
CCc1nc2nc(C)cc(C)n2c1Nc1ccc(OC)cc1	0	-29%
O=C(N/N=C/c1cccs1)c1cc(-c2cccs2)nc2ccccc12	1	50%[activator]
CCC(=O)Oc1ccc2c(=O)c(Oc3cccc(OC)c3)c(C(F)(F)F)oc2c1	5	-6%
CCOC(=O)c1cc(N)cc(C(=O)OCC)c1	2	23%
C/C(=N\NC(=O)c1cccs1)c1ccc(Br)cc1	1	8%
COc1ccc2oc(-c3cccc(NC(=O)CC45CC6CC(CC(C6)C4)C5)c3)nc2c1	4	?
O=C(COc1c(I)cc(Cl)c2cccnc12)N1CCC1	13	-8%
O=C1CCCc2nccc(-c3ccc(F)cc3)c21	1	-24%
O=C(O)CCC(=O)CCC(=O)c1ccc(Br)cc1	-2	?
NC(=O)c1ccccc1OCC(=O)Nc1ccc(S(=O)(=O)N2CCCCC2)cc1	-8	?
C=CCNC(=O)N1CCN(Cc2ccc(Cl)cc2)CC1	-6	?
Cc1[nH]c(SC(C)C(=O)Nc2cccc(S(=O)(=O)N(C)C)c2)nc1Cc1ccccc1 (stereo unspecified)	-1	7%
Cc1ccc2c(COC(=O)Cc3n[nH]c(=O)c4ccccc34)cc(=O)oc2c1C	4	?
COc1cc(NC(=O)c2cc3ccccc3o2)ccc1NC(=O)c1ccccc1Cl	-12	?
N#Cc1ccc(COc2ccc(-n3cnnn3)cc2)c(F)c1	8	?
O=C(Cc1ccc(F)cc1)NCC1CCN(Cc2cccs2)CC1	-13	-15%
COC(=O)CCOc1ccc(OCCC(=O)OC)c(N)c1	27	-6%
Cc1ccc(NC(NC(=O)c2cccc(C)c2)C(Cl)(Cl)Cl)cc1 (stereo unspecified)	-3	10%
C=C(C)c1cccc(C(C)(C)NC(=O)NCC2(C)CC(NC(=O)NC(C)(C)c3cccc(C(=C)C)c3)CC(C)(C)C2)c1 (stereo unspecified)	-1	1%
Cc1ccc(NS(=O)(=O)c2ccc3c(c2)c(=O)n(CC(=O)N2CCCCCC2)c(=O)n3C)cc1C	0	0%
CC(C)c1noc(C(C)Sc2n[nH]c(-c3ccccc3F)n2)n1 (stereo unspecified)	-3	?
CC1(c2ccccc2)NC(=O)N(Cc2ncc(-c3ccccc3)o2)C1=O (stereo unspecified)	?	18%
CCN(C(=O)Cc1coc2ccc(C)cc12)c1ccccc1	-3	-49%
CC1CCN(CC(=O)N2CCN(S(=O)(=O)c3ccccc3F)CC2)CC1	-5	-9%
Cc1ccc(-n2nnnc2SCc2nc3ccsc3c(=O)[nH]2)cc1C	7	30%
Cc1oc2cc(OCCN3CCN(C)CC3)ccc2c(=O)c1-c1ccc(Cl)cc1	2	?
NC(=O)c1ccc[n+]([O-])c1	9	-30%
CN(C)C(Cc1ccccc1)C(=O)c1cc2ccccc2o1 (stereo unspecified)	12	?
CCc1ccc(-c2noc(Cn3nc(C)c(S(=O)(=O)N4CCc5ccccc54)c3C)n2)cc1	-1	0%
C=CCNc1nc(C(=O)OCC(=O)N(c2ccccc2)C(C)C)cs1	-9	-25%
Cc1ccc(-n2nnc(C(=O)N(C)c3ccccc3)c2C)cc1Cl	?	?
O=C1OCC2=C1C(c1ccc3c(c1)OCO3)CC(=O)N2c1ccc(C(F)(F)F)cc1 (stereo unspecified)	-5	-27%
CS(=O)(=O)Nc1cc(NC(=O)c2ccccc2SCC2CCCO2)ccc1F (stereo unspecified)	-4	-9%
COc1ccc(C2C3=C(CCCC3=O)Nc3nc(SCc4ccc(C(=O)O)cc4)nn32)cc1 (stereo unspecified)	3	-26%
CCOC(=O)c1c(NC(=O)COc2ccc(OC)cc2)sc(C)c1Cc1ccc2c(c1)OCO2	-6	?

The list continues:
SMILES	LDHA block	ALOX12 inh
Cc1ccc(CNC(=O)c2ccccc2NCC(=O)N2CC(=O)Nc3ccccc32)cc1	1	?
CCCc1c(C)c2ccc(OCc3ccccc3)cc2oc1=O	-2	4%
Cc1c(-c2ccc(Cl)cc2)[n+](=O)c(-c2ccc(Cl)cc2)c(C)n1[O-]	6	-41%
Cc1ccc(OC(C)C(=O)NN)cc1 (stereo unspecified)	-24	16%
COc1ccc(-c2cc(Nc3cccc(OC)c3)nc(C)n2)cc1	13	?
CCCCCCCCN1C(=O)[C@H](CC(=O)NCCCC)C[C@@]2(C(=O)OC)CCCCC=C12	2	-7%
O=C(Cc1cccc2cccnc12)NC1CCS(=O)(=O)C1 (stereo unspecified)	3	3%
CCOC(=O)c1cc(-c2cc(OC)c(OC)c(OC)c2)nc2ccccc12	-10	?
O=C(Nc1ccc2oc(-c3cccc4ccccc34)nc2c1)c1ccc2c(c1)OCCO2	-16	33%[activator]
Cc1ccc2c(CSc3nc(N)cc(N)n3)cc(=O)oc2c1C	-1	-18%
CCOc1cccc(OCCn2c(-c3ccc(OC)cc3)nc3ccccc3c2=O)c1	-5	0%
O=C(NCc1ccc(Cl)cc1)NC1CC1	4	0%
COc1ccc(OC)c2[nH]c(C(=O)NC(C)C(=O)Nc3nc(C)cs3)cc12 (stereo unspecified)	17	?
Cc1ccccc1Cn1c(NCCc2ccccc2)nc2c1c(=O)n(C)c(=O)n2C	6	13%
